From PubChem
ELG1 genotoxic = genotoxicity induction in ELG1-luciferase HEK293T cells; 1.3% of 330,000 active; AID 504466; HEK293T ELG1-luciferase reporter, luminescence, 16 h; Potency, µM (highest dose often 46 µM), for inactives: at the highest dose activity change, positive = activation, most hits filed as activators; further: potency means the concentration at half of the fitted maximal effect; % of control where 0% means no effect; nearly all actives have a fitted effect of over 60% in size
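Step 1: seed 2,000 HEK293T ELG1-luciferase cells per well. Step 2: add compound or DMSO, incubate 16 hr at 37 °C. Step 3: ONE-Glo, 30 min at room temperature, read luminescence.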
Menin MLL FP TR = menin-MLL binding inhibition, Texas Red mutant peptide; Menin + Texas Red MLL mutant peptide, fluorescence polarization; Potency, µM (doses to about 61.6 µM), for inactives: at the highest dose FP activity change, negative = inhibition, hits mostly inhibitors; O00255; AID 1768; 0.23% of 270,000 active; active means well fitted inhibition curve with a large enough effect in the polarisation, with a control signal flat, not every such curve was filed as active; inconclusive means small, poorly fitted or top-dose-only effect, or effect the other way, or a change in a side signal; inactive means no such curve, though single readings can be large or run the other way; the % refers to the polarisation; further: potency means the concentration at half of the fitted maximal effect; % of control where 0% means no effect; many of its hits are not listed in these tables
Giardia kill = Giardia lamblia killing; Giardia lamblia trophozoite viability; activity change, % at 7.66 µM, hits read low; 0.15% of 340,000 active; AID 540267; in the data active means activity change below about -80%; inconclusive means between about -30% and that limit;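 further: parasites exposed to compound for two days anaerobically before the ATP read; on the % scale 0 is the no-effect control and ±100 the full control effect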
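Media and compound were dispensed first, then trophozoites at 100 cells/well; plates sat 48 hrs at 37 deg C without oxygen before ATP luminescence reagent was added and read after 15-30 min at room temperature.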
NPC1 promoter act = NPC1 promoter activation; Huh7 NPC1 promoter luciferase reporter, 24 h; Potency, µM (top dose mostly 9.22 µM), for the others: top-dose activation, most hits filed as activators; 2.4% of 320,000 active; AID 485313;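 further: potency means the concentration at half of the fitted maximal effect; % of control where 0% means no effect; nearly all actives have a fitted effect of over 60% in size; reporter is driven by a mutant NPC1 promoter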
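Cells: Huh7 expressing luciferase under the NPC1 promoter, 1500/well. Seeded 2 h, compound added, incubated 24 h at 37 °C. Luciferase reagent, 10 min ambient, then luminescence.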
FLuc modulator = counter-screen for miR-21 project: firefly luciferase inhibitors or activators. P08659. Potency, µM (titrated, usually from 57.5 µM), for inactives: at the highest dose activity change, negative = inhibition, actives largely listed as inhibitors. 6.9% of 360,000 active. purified FLuc, Km substrates, luminescence inhibition. AID 588342;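 further: potency means the concentration at half of the fitted maximal effect; plate controls were vehicle for no effect and reference inhibitor for full effect; nearly all actives have a fitted effect of over 55% in size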
Target sequence (P08659 whole entry, looked up): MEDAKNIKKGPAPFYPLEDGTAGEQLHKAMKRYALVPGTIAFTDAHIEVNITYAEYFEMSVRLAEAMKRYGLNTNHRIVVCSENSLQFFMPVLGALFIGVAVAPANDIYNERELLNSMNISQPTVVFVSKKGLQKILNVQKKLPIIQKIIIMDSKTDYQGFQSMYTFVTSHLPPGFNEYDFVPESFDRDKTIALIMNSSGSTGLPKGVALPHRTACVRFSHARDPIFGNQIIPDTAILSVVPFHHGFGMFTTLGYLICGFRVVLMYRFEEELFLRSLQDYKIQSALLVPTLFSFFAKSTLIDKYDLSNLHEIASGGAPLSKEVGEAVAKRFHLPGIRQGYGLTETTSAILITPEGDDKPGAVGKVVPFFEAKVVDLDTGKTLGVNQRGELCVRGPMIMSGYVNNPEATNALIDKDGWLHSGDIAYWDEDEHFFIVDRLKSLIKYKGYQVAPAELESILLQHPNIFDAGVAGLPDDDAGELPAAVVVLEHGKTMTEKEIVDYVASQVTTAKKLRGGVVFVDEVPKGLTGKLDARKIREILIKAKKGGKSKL
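Biochemical qHTS of compounds, final roughly 60 µM downward over six points, against 10 nM purified firefly luciferase using Km concentrations of substrates (10 uM D-luciferin, 10 uM ATP) in Tris acetate pH 7.5 buffer; luminescence output.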
Rab9 promoter act = activators of Rab9 promoter | Potency, µM (series often up to 9.22 µM), for the others: top-dose activation, negative = inhibition, usual class: activators | Huh7 Rab9 promoter-luciferase reporter, luminescence, 24 h | 2.8% of 320,000 active | AID 485297; further: potency means the concentration at half of the fitted maximal effect; % of control where 0% means no effect; nearly all actives have a fitted effect of over 60% in size
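Luminescence from Amplite-detected luciferase (10 minutes, ambient) reports Rab9 promoter activation. Before that, stable Rab9-luciferase Huh7 cells (1500/well, reduced-serum OP-MEM I plus 10% FBS) were exposed to compound for 24 hours at 37C.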
RORg inh = ROR gamma (mouse) transcription inhibition; P51450; Drosophila S2 Gal4-RORgamma UAS-luciferase reporter, 20 h; Potency, µM (doses to about 53.6 µM), without a hit: top-dose activity change, negative = inhibition, usual class: inhibitors; 5.4% of 310,000 active; further: potency means the concentration at half of the fitted maximal effect; on the % scale 0 is the no-effect control and ±100 the full control effect; nearly all actives have a fitted effect of over 60% in size
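A Gal4/UAS one-hybrid system in insect cells: metallothionein-promoter Gal4–ROR gamma fusion plus Photinus luciferase reporter. Copper sulfate 700 uM final, 20 hr ambient incubation, luminescent detection after 10 min with reagent.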
p53 reactivator = mutant p53 re-activation in reporter cells; AID 504706; Potency, µM (series often up to 92.2 µM), without a hit: top-dose activity change, positive = activation, actives largely listed as activators; H1299 p53-A138V BP100-luciferase reporter, luminescence, 24 h; 0.063% of 320,000 active; further: potency means the concentration at half of the fitted maximal effect; % of control where 0% means no effect; nearly all actives have a fitted effect of over 45% in size
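H1299 (p53-null), stable ts p53-A138V + BP100-Luc; 1000 cells/well, Opti-MEM/10% FBS; cpd 4 pt, 1:5; 24 h, 37 deg C, 5% CO2; detection reagent 10 min RT; luminescence.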
PKM2 act = activators of human pyruvate kinase M2; P14618; 0.34% of 260,000 active; Potency, µM (top dose mostly 57.5 µM), without a hit: at the top dose activation, actives largely listed as activators; purified PKM2, Kinase-Glo ATP luminescence, activation; response scale: 0% is enzyme alone, no compound; further: potency means the concentration at half of the fitted maximal effect; on the % scale 0 is the no-effect control and ±100 the full control effect; nearly all actives have a fitted effect of over 55% in size
Target sequence (P14618 whole entry, looked up): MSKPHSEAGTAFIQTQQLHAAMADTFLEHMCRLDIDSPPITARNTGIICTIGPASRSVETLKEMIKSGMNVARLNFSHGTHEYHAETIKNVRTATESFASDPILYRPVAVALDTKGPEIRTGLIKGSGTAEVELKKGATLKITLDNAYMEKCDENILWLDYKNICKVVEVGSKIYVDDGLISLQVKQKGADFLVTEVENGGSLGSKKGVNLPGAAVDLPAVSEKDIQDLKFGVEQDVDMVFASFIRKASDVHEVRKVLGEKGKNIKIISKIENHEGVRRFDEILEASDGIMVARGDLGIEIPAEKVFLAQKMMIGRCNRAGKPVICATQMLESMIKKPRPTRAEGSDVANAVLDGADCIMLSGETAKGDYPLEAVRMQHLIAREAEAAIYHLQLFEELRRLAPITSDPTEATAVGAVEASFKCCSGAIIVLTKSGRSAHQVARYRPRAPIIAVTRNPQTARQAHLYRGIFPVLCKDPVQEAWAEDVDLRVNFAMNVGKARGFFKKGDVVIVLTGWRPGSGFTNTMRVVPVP
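Kinase-Glo luminescence reports ATP generated from ADP (0.1 mM) and PEP (0.5 mM) by purified hPK-M2 after 1 h at room temperature, pH 7.2 imidazole buffer; intermediate enzyme activity allows detecting inhibitors and activators.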
VP16 counter = Gal4-VP16 reporter inhibition counter-screen. Potency, µM (top dose mostly 53.6 µM), for the others: at the top dose activity, negative = inhibition, most hits filed as inhibitors. 3.5% of 310,000 active. Drosophila S2 Gal4-VP16 UAS-luciferase, luminescence, 20 h;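 further: Gal4-VP16 expression switched on by copper sulfate through the metallothionein promoter; potency means the concentration at half of the fitted maximal effect; on the % scale 0 is the no-effect control and ±100 the full control effect; nearly all actives have a fitted effect of over 50% in size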
BRCA1 expr act = increases BRCA1 expression; MCF7-BRCA1-FFLuc reporter, luminescence, 48 h; response scale: scaled: vehicle 0%, 10 µM genistein 100%; Potency, µM (highest dose often 46.1 µM), for inactives: at the highest dose activation, most hits filed as activators; 1.1% of 380,000 active; further: potency means the concentration at half of the fitted maximal effect; nearly all actives have a fitted effect of over 80% in size; some results filed as inactive show a strong effect at the top dose
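MCF7-BRCA1-FFLuc, 2000 cells/well; 2 h attach, 37 °C/5% CO2; compound 48 h; luciferase substrate 15 min; luminescence end-point. Norm. to genistein 10 microM max activation and DMSO; concentration-response curves fitted.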
* marks the source's active call; other numbers are inactive results; u = inconclusive; x = not tested or not shown; [ ] = remark or other dose. Unless noted, the call rests on the fitted dose curve; in most records, active means well fitted curve in the direction sought with a large enough effect; inconclusive means small, poorly fitted or top-dose-only effect, or another doubt; inactive means no such curve, though single readings can be large; an effect the other way counts as inactive or inconclusive. A portion of the library (hit frequency here may not be typical).

[1] Cc1cc(C)c(-c2c(O)c3cccc4c3n(c2=O)CCC4)c(C)c1
[2] O=C1C2C3C=CC(C3)C2C(=O)N1c1ccccc1 (stereo not drawn)
[3] O=C(N/N=C/c1cccnc1)c1cccc(NC(=O)c2ccc(Cl)cc2)c1
[4] COCCNC(=O)C1CC2Cn3c(nc4cc5ccccc5cc43)C2N1C (stereo not drawn)
[5] NC1=NC2CS(=O)(=O)CC2S1 (stereo not drawn)
[6] CC(=O)Cn1c(=O)c2c(nc3n2CCCN3Cc2ccccc2)n(C)c1=O
[7] O=C(CCc1nc2ccccc2c(=O)[nH]1)NC1CCN(Cc2ccccc2)CC1
[8] COc1ccc(S(=O)(=O)N2CCN(C(=O)N(C)C)C2C)cc1 (stereo not drawn)
[9] O=C(NC(=S)Nc1ncccn1)c1ccc(Cl)cc1Cl
[10] O=C(Nc1ccc(O)cc1)N1CCOCC1

entry no.	1	2	3	4	5	6	7	8	9	10
ELG1 genotoxic	0%	-1%	3%	5%	-3%	-2%	-1%	-1%	-6%	2%
Menin MLL FP TR	9%	-14%	32%[activator]	x	6%	1%	-11%	0%	5%	-9%
Giardia kill	-17	-3	-14	-2	9	20	22	-22	-2	-3
NPC1 promoter act	-3%	11%	1%	8%	-5%	2%	-3%	-5%	27%	-6%
FLuc modulator	4%	-1%	0%	-11%	0%	2%	3%	-1%	-20%	-1%
Rab9 promoter act	1%	-1%	-2%	-3%	-3%	-3%	-4%	3%	u	1%
RORg inh	-3%	22%	16%	2%	-15%	7%	3%	u	7.1µM*	3%
p53 reactivator	-9%	0%	1%	0%	-6%	1%	-5%	11%	u	5%
PKM2 act	3%	-14%	4%	-15%	-13%	1%	-5%	-3%	8%	2%
VP16 counter	-2%	-7%	3%	1%	-3%	-9%	-5%	-5%	-1%	-7%
BRCA1 expr act	-9%	-6%	-1%	3%	-5%	-12%	6%	-11%	u	21%

[11] CCCCSc1nc2sc3c(c2c(=O)n1-c1ccccc1)CCN(C)C3
[12] CCOc1ccccc1NC(=O)CCCCCN1C(=O)[C@@H]2Cc3ccccc3CN2C1=O
[13] COc1cccc(OCc2cc(C(=O)N(Cc3ccccc3)CC3CC3)no2)c1
[14] CN1C(=O)/C(=C/c2ccccc2Cl)Sc2ccc(C(=O)NCc3cccnc3)cc21
[15] O=C(c1cc(C(=O)c2ccco2)cc(C(=O)c2ccco2)c1)c1ccco1
[16] CCOC(=O)c1c(NC(=O)CC2SC(N)=NC2=O)sc2c1CCC(C)C2 (stereo not drawn)
[17] CCCCNC(=O)c1[nH]c(C)c(C(C)=O)c1C
[18] Nc1cccnc1-n1nc(C(F)(F)F)cc1C(F)(F)F
[19] O=C(O)CN(c1ccccn1)S(=O)(=O)c1ccc(Cl)cc1
[20] CN(C(=O)COC(=O)Cc1c(Cl)cccc1Cl)C1CCS(=O)(=O)C1 (stereo not drawn)

entry no.	11	12	13	14	15	16	17	18	19	20
ELG1 genotoxic	-5%	-11%	-3%[9.26 µM]	-5%	5%	1%	7%	-10%	0%	3%
Menin MLL FP TR	u	x	-2%	32%[activator]	u	-1%	10%	-15%	-4%	x
Giardia kill	-5	30[activator]	0	3	-15	1	23	-7	7	1
NPC1 promoter act	-2%	16%	-7%	-2%	-4%	-3%	-2%	-4%	-1%	-1%
FLuc modulator	0%	0%	-1%	u	-2%	-1%	2%	1%	2%	1%
Rab9 promoter act	3%	2%	3%	-2%	-4%	-7%	-5%	2%	-1%	-1%
RORg inh	7%	-14%	u	37%	13%	33%	-13%	1%	9%	x
p53 reactivator	-8%	-2%	4%	-1%	15%	-8%	14%	1%	0%	-5%
PKM2 act	x	x	x	0%	17%	0%	1%	-2%	-2%	x
VP16 counter	1%	-6%	-12%	-10%	7%	-21%	-6%	3%	-1%	x
BRCA1 expr act	-5%	2%	-1%	-93%[inhibitor]	-28%	-22%	-6%	4%	-9%	4%

An excerpt of these results, tab-delimited:
entry	SMILES	ELG1 genotoxic	Menin MLL FP TR	Giardia kill	NPC1 promoter act	FLuc modulator	Rab9 promoter act	RORg inh	p53 reactivator	PKM2 act	VP16 counter	BRCA1 expr act
17	CCCCNC(=O)c1[nH]c(C)c(C(C)=O)c1C	7%	10%	23	-2%	2%	-5%	-13%	14%	1%	-6%	-6%
15	O=C(c1cc(C(=O)c2ccco2)cc(C(=O)c2ccco2)c1)c1ccco1	5%	u	-15	-4%	-2%	-4%	13%	15%	17%	7%	-28%

Other results.
[21] CCOC(=O)C1CCN(C(=O)CN(c2ccc(Oc3ccccc3)cc2)S(C)(=O)=O)CC1
[22] O=C(CSc1ccc(-c2ccccn2)nn1)N1CCCCC1
[23] CN(CC(=O)Nc1cccc(F)c1)C(=O)c1ccccc1Cc1ccccc1
[24] CCOc1ncccc1C(=O)OCc1c(F)cccc1Cl
[25] CCOC(=O)c1oc2ccccc2c1NC(=O)c1ccco1
[26] COc1ccc(Oc2cn[nH]c2-c2ccc(OC)cc2O)cc1
[27] CC(C)(C)C(=O)NC(n1cnc2c(N3CCOCC3)ncnc21)C(Cl)(Cl)Cl (stereo not drawn)
[28] COc1cc(C(C)=O)ccc1Oc1ncnc2c1cnn2-c1ccc(C)c(C)c1
[29] Cc1cc2c(ncn2C(C)C)c(NS(=O)(=O)c2ccc(F)cc2)c1C
[30] Cc1cc(=O)n2nc(N3CCCC(C(=O)NCc4ccc(Cl)cc4)C3)sc2n1 (stereo not drawn)

entry no.	21	22	23	24	25	26	27	28	29	30
ELG1 genotoxic	-3%	-1%	-9%	3%	-13%	-3%	-10%	16%	-2%	3%
Menin MLL FP TR	u	-20%	x	-4%	x	u	5%	-6%	-13%	x
Giardia kill	-3	0	0	-6	-13	-8	4	-25	-20	-20
NPC1 promoter act	-3%	24%	-2%	-1%	-4%	0%	-3%	7%	-2%	-1%
FLuc modulator	7%	-12%	-8%	-11%	-2%	-13%	-5%	-6%	-9%	0%
Rab9 promoter act	-7%	u	-3%	-1%	-2%	-5%	-1%	-2%	9%	-2%
RORg inh	20%	6%	x	18%	-7%	u	u	u	18%	-11%
p53 reactivator	0%	u	-5%	-1%	-8%	3%	-3%	u	4%	11%
PKM2 act	-2%	0%	x	-5%	-1%	x	-2%	-15%	-7%	x
VP16 counter	-19%	14%	x	-9%	5%	u	u	u	-8%	-9%
BRCA1 expr act	1%	87%	-24%	12%	9%	-24%	-3%	34%	7%	1%

Results in ELG1 genotoxic and NPC1 promoter act, for three of the compounds above:
cpd	molecule	ELG1 genotoxic	NPC1 promoter act
15	O=C(c1cc(C(=O)c2ccco2)cc(C(=O)c2ccco2)c1)c1ccco1	5%	-4%
11	CCCCSc1nc2sc3c(c2c(=O)n1-c1ccccc1)CCN(C)C3	-5%	-2%
30	Cc1cc(=O)n2nc(N3CCCC(C(=O)NCc4ccc(Cl)cc4)C3)sc2n1 (stereo not drawn)	3%	-1%

(next part)
[31] CCC1CN(C(=O)N2CCC(C(=O)Nc3ccccc3OC)CC2)c2ccccc2O1 (stereo not drawn)
[32] CC(=O)N1CCc2[nH]c3ccccc3c2C1
[33] COC(=O)CCCC(=O)N1CCCC(CCC(=O)NCc2ccc(F)c(F)c2)C1 (stereo not drawn)
[34] CCN(CC)c1ccc(NC(=O)c2ccc3c(c2)c(C)c(C)n3C)cc1
[35] COC(=O)c1cn(C(=O)c2cc(OC)c(OC)c(OC)c2)c2ccccc12
[36] COc1ccccc1NS(=O)(=O)c1ccc(Cl)c(NC(=O)C(C)N2C(=O)c3ccccc3C2=O)c1 (stereo not drawn)

entry no.	31	32	33	34	35	36
ELG1 genotoxic	-10%	11%	u	1%	7%	4%
Menin MLL FP TR	x	11%	18%	-2%	-22%	-19%
Giardia kill	-18	11	8	6	12	4
NPC1 promoter act	-1%	0%	-4%	-4%	0%	0%
FLuc modulator	-1%	-9%	17µM*	9.5µM*	-12%	-3%
Rab9 promoter act	0%	4%	-3%	1%	3%	-8%
RORg inh	13%	-12%	14%	30%	9%	20%
p53 reactivator	-5%	-1%	-4%	5%	-54%[inhibitor]	1%
PKM2 act	x	15%	28%	7%	-4%[11.5 µM]	-9%
VP16 counter	-2%	2%	0%	-7%	-5%	1%
BRCA1 expr act	0%	8%	0%	-76%[inhibitor]	9%	-1%
